proCasp3 act = procaspase-3 (human) activation. P42574. recombinant procaspase-3 D3A, Ac-DEVD-pNA absorbance 405 nm. activation, % at 8.5 µM. hit rate 0.11% among 330,000. AID 463141;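 active means activation above the mean of all tested compounds plus 3 SD, cut at about 21% in these data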;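 further: 0% = DMSO alone and 100% = DMSO wells spiked with extra 5 µM PC-3 D3A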
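material = Procaspase-3 D3A mutant | probe or stimulus = Ac-DEVD-pNA | compound = single dose, 8.5 µM nominal compound, 0.8% DMSO | timing = 1 h preincubation, 2 h reaction | measured by = 405 nm absorbance of p-nitroaniline, reads at 0 and 120 min | benchmarks = DMSO-only low control, 5 µM PC-3 D3A high control | repeats = singlicate, each compound tested once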
proCasp7 act = activates human procaspase-7, counter-screen for procaspase-3 activators | recombinant procaspase-7, Ac-DEVD-pNA absorbance 405 nm; D23A/D198A/D206A triple mutant, cannot self-cleave; scale: DMSO 0, 5 µM enzyme 100 | activation, % at 8.5 µM | hit rate 0.093% among 330,000;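 active means percent activation above the screen-wide mean plus 3 SD, cut at about 25% in these data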
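Assay system: Uncleavable procaspase-7 mutant enzyme; Input: 2 µM procaspase-7 mutant as dispensed; Also added: DEVD-pNA substrate; Medium: Zinc-free HEPES pH 7.4 with 300 mM NaCl, 0.01% Triton X-100; Timing: 1 h compound preincubation, 2 h substrate cleavage, 25 °C; Measured by: Epi-absorbance of released pNA at 405 nm, two timepoints.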
LAP4-GFP MLPCN = yeast TOR pathway LAP4-GFP modulation. S. cerevisiae LAP4-GFP multiplex, flow cytometry GFP, 3 h; median GFP as percent of DMSO wells. GFP response vs DMSO, % at 10 µM. hit rate 0.34% among 320,000. AID 2023;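 active means GFP response vs DMSO above a set limit, about the screen mean plus 3 SD, cut at about 150% in these data; inconclusive means under 70 cell events counted for the yeast strain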
AGP1-GFP MLPCN = modulators of TOR pathway AGP1-GFP in S. cerevisiae; S. cerevisiae AGP1-GFP multiplex flow cytometry, 3 h; GFP as percent of DMSO wells; GFP response vs DMSO, % at 10 µM; hit rate 0.02% among 320,000;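 active means GFP response relative to DMSO above a set limit, near screen average plus 3 SD, cut at about 150% in these data; inconclusive means fewer than 70 cells counted for the yeast strain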;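 further: median GFP channel fluorescence of the gated AGP1 strain per well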
MEP2-GFP yeast = modulators of TOR pathway MEP2-GFP in S. cerevisiae | S. cerevisiae MEP2-GFP strain, flow cytometry GFP, 3 h; 100% = DMSO control level | GFP response vs DMSO, % at 10 µM | hit rate 0.51% among 330,000;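 active means GFP response versus DMSO above a set limit, roughly screen mean plus 3 SD, cut at about 180% in these data; inconclusive means fewer than 70 cells counted for a yeast strain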;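 further: median GFP fluorescence of the barcode-gated MEP2-GFP cells per well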
CIT2 TOR yeast = alters CIT2-GFP fluorescence in TOR pathway yeast screen; S. cerevisiae CIT2-GFP strain, flow cytometry, 3 h; 100 means same as DMSO wells; GFP response vs DMSO, % at 10 µM; hit rate 0.065% among 320,000; AID 2029;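 active means GFP response relative to DMSO above a set limit, near the screen mean plus 3 SD, cut at about 150% in these data; inconclusive means Fewer than 70 cells measured for a yeast strain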;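 further: ratio of well median GFP fluorescence to mean of DMSO wells on the plate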
RPL19A-GFP yeast = modulators of TOR pathway RPL19A-GFP in S. cerevisiae; S. cerevisiae RPL19A-GFP strain, flow cytometry, 3 h; hits give low values; percent response vs DMSO, % at 10 µM; hit rate 0.3% among 330,000;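 active means percent response vs DMSO below 50%; inconclusive means fewer than 70 events counted for the yeast strain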;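 further: median channel GFP fluorescence of the barcoded RPL19A-GFP strain; ratio of sample median GFP to plate DMSO average so 100% = DMSO; lower means less RPL19A-GFP as with rapamycin TOR inhibition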
AHR act = human AHR activation; hit rate 2.5% among 320,000; activation, % at 5 µM; AHR-responsive luciferase reporter cells, luminescence; AID 2796; in the data active means activation above about 47%;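 further: 0% = vehicle wells and 100% = reference agonist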
Target sequence (P35869 whole entry, looked up): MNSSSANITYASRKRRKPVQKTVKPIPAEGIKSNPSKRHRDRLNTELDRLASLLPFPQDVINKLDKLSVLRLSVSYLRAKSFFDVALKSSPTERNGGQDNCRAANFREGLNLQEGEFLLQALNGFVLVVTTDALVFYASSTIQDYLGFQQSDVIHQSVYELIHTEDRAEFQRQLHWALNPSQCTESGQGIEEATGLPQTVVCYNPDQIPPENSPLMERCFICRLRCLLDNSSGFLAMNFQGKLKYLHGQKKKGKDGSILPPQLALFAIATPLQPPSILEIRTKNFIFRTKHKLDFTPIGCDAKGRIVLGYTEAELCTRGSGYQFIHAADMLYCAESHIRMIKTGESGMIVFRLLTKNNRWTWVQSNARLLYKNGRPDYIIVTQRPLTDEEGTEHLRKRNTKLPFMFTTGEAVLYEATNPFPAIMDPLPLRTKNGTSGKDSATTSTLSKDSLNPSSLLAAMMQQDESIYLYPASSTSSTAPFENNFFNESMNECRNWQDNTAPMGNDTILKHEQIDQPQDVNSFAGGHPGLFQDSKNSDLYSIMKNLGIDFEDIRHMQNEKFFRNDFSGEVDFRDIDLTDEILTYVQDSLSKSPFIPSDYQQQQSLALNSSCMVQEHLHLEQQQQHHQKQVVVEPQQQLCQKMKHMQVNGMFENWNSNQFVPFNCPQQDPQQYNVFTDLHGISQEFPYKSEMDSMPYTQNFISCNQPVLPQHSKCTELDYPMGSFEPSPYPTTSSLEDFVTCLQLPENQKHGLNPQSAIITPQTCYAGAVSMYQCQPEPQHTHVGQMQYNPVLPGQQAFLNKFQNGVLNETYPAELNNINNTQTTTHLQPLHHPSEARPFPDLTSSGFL
Numbers without * were called inactive; ? = inconclusive; nt = no result given.

SMILES | proCasp3 act | proCasp7 act | LAP4-GFP MLPCN | AGP1-GFP MLPCN | MEP2-GFP yeast | CIT2 TOR yeast | RPL19A-GFP yeast | AHR act
CC(O)c1nc2ccccc2n1CCOc1ccccc1 (configuration not stated) | 1 | 3 | 101 | nt | 121 | 101 | 88 | -2
OC[C@H]1OC(O)[C@H](O)[C@@H]1O (some centres not stated) | -1 | 10 | 121 | 83 | 95 | 82 | 96 | 1
CCN1CCN(c2ccc(S(=O)(=O)N(CC)CC)cc2[N+](=O)[O-])CC1 | 8 | 1 | 96 | 105 | 107 | 104 | 107 | -4
CC(C)NC(=O)C(C)N1CCN(S(=O)(=O)c2ccc3ccccc3c2)CC1 (configuration not stated) | -13 | -13 | 94 | 95 | 104 | 101 | 105 | 8
O=C(CNc1ccccc1Cl)c1ccc(Br)cc1 | 1 | 7 | 88 | 108 | 114 | 107 | 104 | 0
O=C(Nc1cccc(S(=O)(=O)N2CCCCC2)c1)c1ccccn1 | 6 | 0 | 93 | 102 | 97 | 105 | 101 | 2
Cc1cccc(N2C(=O)CC(N(C(=O)c3ccco3)c3cccc(C)c3)C2=O)c1 (configuration not stated) | 3 | 4 | 95 | 97 | 99 | 93 | 96 | 5
COC(=O)N/N=C/c1ccc(-c2cc(Cl)ccc2Cl)o1 | -5 | 12 | 100 | 93 | 98 | 101 | 99 | 42
CCC1CCCCN1C(=O)CSc1nnc(-c2cccs2)o1 (configuration not stated) | -7 | -5 | 109 | 105 | 101 | 110 | 102 | 20
CCOC(=O)C(=Cc1c[nH]c2ccc(S(=O)(=O)N(C)C)cc12)C(=O)OCC | 2 | 1 | 128 | 119 | 103 | 102 | 103 | 5
CCc1cccc(NC(=O)Cc2ccc([N+](=O)[O-])cc2)c1 | 3 | 1 | ? | ? | ? | ? | ? | 2
Cc1cc(C(=O)Nc2ccc(C)c(S(=O)(=O)N3CCOCC3)c2)c2ccccc2n1 | 0 | -15 | 109 | 100 | 100 | 95 | 99 | 9
COc1ccc(NC(=O)C2CCCN2C(=O)OCc2ccccc2)c(OC)c1 (configuration not stated) | -1 | 3 | 94 | 105 | 108 | 108 | 100 | -1
Cc1ccc(C(=O)NCC(=O)NCCSc2ccc(Br)cc2)cc1 | -11 | 5 | 102 | 110 | 103 | 107 | 101 | 11
O=C(NCc1ccccn1)c1ccc(NS(=O)(=O)c2cccc([N+](=O)[O-])c2)cc1 | -80 | 2 | 99 | 99 | 98 | 98 | 97 | 2
Cc1n[nH]c(C)c1NC(=O)CSc1nnnn1-c1cccc(F)c1 | -15 | 4 | 94 | 99 | 91 | 91 | 93 | 8
CCOC(=O)C1CCN(Cc2cnc(Oc3ccc(OC)cc3)s2)CC1 | -6 | -9 | 102 | 100 | 103 | 97 | 98 | -1
Nc1nc2nonc2nc1N1CCCCC1 | 5 | 9 | 90 | 94 | 91 | 99 | 95 | -2
CC(=O)c1ccc(NC(=O)c2cc(C)nc3ccccc23)cc1 | 5 | 1 | 84 | 108 | 97 | 116 | 105 | 4
Cc1ccccc1NS(=O)(=O)c1cccc2nsnc12 | 7 | -10 | 106 | 99 | 96 | 91 | 100 | 2

Some of the entries above, reformatted:
The line under a structure holds: proCasp3 act | proCasp7 act | LAP4-GFP MLPCN | AGP1-GFP MLPCN | MEP2-GFP yeast | CIT2 TOR yeast | RPL19A-GFP yeast | AHR act
- CC(O)c1nc2ccccc2n1CCOc1ccccc1 (configuration not stated)
→ 1 | 3 | 101 | nt | 121 | 101 | 88 | -2
- OC[C@H]1OC(O)[C@H](O)[C@@H]1O (some centres not stated)
→ -1 | 10 | 121 | 83 | 95 | 82 | 96 | 1
- CCN1CCN(c2ccc(S(=O)(=O)N(CC)CC)cc2[N+](=O)[O-])CC1
→ 8 | 1 | 96 | 105 | 107 | 104 | 107 | -4
- CC(C)NC(=O)C(C)N1CCN(S(=O)(=O)c2ccc3ccccc3c2)CC1 (configuration not stated)
→ -13 | -13 | 94 | 95 | 104 | 101 | 105 | 8
- O=C(CNc1ccccc1Cl)c1ccc(Br)cc1
→ 1 | 7 | 88 | 108 | 114 | 107 | 104 | 0
- O=C(Nc1cccc(S(=O)(=O)N2CCCCC2)c1)c1ccccn1
→ 6 | 0 | 93 | 102 | 97 | 105 | 101 | 2
- Cc1cccc(N2C(=O)CC(N(C(=O)c3ccco3)c3cccc(C)c3)C2=O)c1 (configuration not stated)
→ 3 | 4 | 95 | 97 | 99 | 93 | 96 | 5
- COC(=O)N/N=C/c1ccc(-c2cc(Cl)ccc2Cl)o1
→ -5 | 12 | 100 | 93 | 98 | 101 | 99 | 42
- CCC1CCCCN1C(=O)CSc1nnc(-c2cccs2)o1 (configuration not stated)
→ -7 | -5 | 109 | 105 | 101 | 110 | 102 | 20
- CCOC(=O)C(=Cc1c[nH]c2ccc(S(=O)(=O)N(C)C)cc12)C(=O)OCC
→ 2 | 1 | 128 | 119 | 103 | 102 | 103 | 5
- CCc1cccc(NC(=O)Cc2ccc([N+](=O)[O-])cc2)c1
→ 3 | 1 | ? | ? | ? | ? | ? | 2

Continued.
SMILES | proCasp3 act | proCasp7 act | LAP4-GFP MLPCN | AGP1-GFP MLPCN | MEP2-GFP yeast | CIT2 TOR yeast | RPL19A-GFP yeast | AHR act
CCOc1cc(/C=N/O)ccc1OS(=O)(=O)c1ccc(C)cc1 | 4 | -15 | 109 | 96 | 98 | 83 | 97 | 12
C/C(=N/NC(=O)c1ccccc1O)c1ccc(N2C(=O)C3CCCCC3C2=O)cc1 (configuration not stated) | 6 | 6 | 106 | 108 | 108 | 109 | 107 | 29
Cc1ccc(C(=O)NCC(=O)OCC(=O)Nc2ncc(C(F)(F)F)cc2Cl)cc1 | 4 | 16 | 107 | 104 | 113 | 99 | 101 | 3
O=C(CN1CCN(c2ccccc2F)CC1)NCc1ccc(Cl)cc1 | 6 | 7 | 94 | 95 | 98 | 96 | 98 | 1
CCOC(=O)C1CSC(CC(=O)Nc2ccc(OCC)cc2)C(=O)N1 (configuration not stated) | -4 | 0 | 90 | 88 | 90 | 86 | 85 | 1
CCOc1cc(NC(=O)Nc2ccc(F)cc2)c(OCC)cc1NC(=O)CC | -2 | 12 | 84 | 90 | 93 | 94 | 92 | 32
CC1=C(C#N)C(=O)NC(=O)/C1=C/c1ccc(-c2ccc(S(N)(=O)=O)cc2)o1 | 2 | -2 | 97 | 100 | 109 | 106 | 106 | 2
COc1ccccc1/C=C/C=N/NC(=O)CC1C(=O)NN=C1C (configuration not stated) | 2 | 5 | 104 | 102 | 104 | 100 | 100 | 9
Nc1[nH]n2c(=O)cc(-c3ccccc3)nc2c1N=Nc1ccc(S(N)(=O)=O)cc1 | -7 | -3 | 111 | 107 | 102 | 99 | 95 | 0
NNC(=O)c1sc(-c2ccc(Cl)cc2)cc1N | -43 | -61 | 125 | 101 | 102 | 93 | 96 | 48*
Cc1cccc(Cn2c(SCCN3CCCCC3)nc3c2c(=O)[nH]c(=O)n3C)c1 | 4 | -1 | 93 | 95 | 98 | 90 | 100 | 1
CN(C)C(=O)COc1ccc(Oc2ccccc2)cc1 | 6 | 2 | 104 | 94 | 107 | 88 | 99 | -1
CCn1c(-c2ccccc2SC)n[nH]c1=S | -4 | -13 | 94 | 105 | 95 | 93 | 98 | -1
O=C(O)c1ccc(NC2CC(=O)N(Cc3ccccc3)C2=O)cc1 (configuration not stated) | 5 | 2 | 97 | 96 | 97 | 96 | 95 | 5
Cc1cc2n(n1)C(c1ccco1)Nc1ccccc1-2 (configuration not stated) | -2 | 1 | 103 | 100 | 108 | 96 | 99 | 4
Cc1ccc(-n2c(COc3ccccc3)n[nH]c2=S)cc1 | -3 | -10 | 119 | 103 | 97 | 97 | 103 | 0
Cc1ccc(NC(=O)CCn2cnc3ccccc3c2=O)cc1 | 2 | -2 | 95 | 103 | 98 | 89 | 98 | 0
N/C(Cc1cccc2ccccc12)=N\O | -16 | 0 | nt | nt | 109 | nt | 103 | 8
COc1ccc(/C=N/NC(=O)c2ccc(COc3ccccc3Cl)o2)c(OC)c1C | 1 | -1 | 98 | 99 | 105 | 106 | 99 | 19
CCCCNC(=O)CCC(=O)N1CCN(C(c2ccccc2)c2ccccc2)CC1 | 2 | 7 | 101 | 99 | 119 | 99 | 99 | 0
COc1cccc(NC(=O)C(OC(=O)c2cnc(C)cn2)c2ccccc2)c1 (configuration not stated) | -2 | 6 | 107 | 111 | 104 | 93 | 101 | -2
O=C(C[n+]1cccc2ccccc21)c1ccc(NC(=O)c2ccccc2)cc1 | -1 | -1 | 99 | 111 | 113 | 117 | 119 | 24
Cn1c(N)c(C(=O)COC(=O)COc2ccccc2C#N)c(=O)n(C)c1=O | 14 | -7 | 95 | 94 | 108 | 102 | 104 | -1
CCOC(=O)CCSCC(=O)N1N=C(c2cccs2)CC1c1ccc(C)cc1 (configuration not stated) | 6 | 13 | 100 | 100 | 97 | 94 | 101 | 1
COc1ccccc1CNCc1cc(=O)oc2c(C)c(C)ccc12 | 1 | 0 | 91 | 98 | 101 | 99 | 101 | 18
NNC(=O)CCn1c2ccccc2c2ccccc21 | 2 | -3 | 117 | 100 | 94 | 85 | 100 | 21
Cc1cc(C)n(CC(C)NCc2c(C(=O)N3CCOCC3)nc3c(C)cccn23)n1 (configuration not stated) | 1 | 3 | 104 | 109 | 104 | 106 | 99 | 2
CCOC(=O)N1CCN(S(=O)(=O)c2ccc(C(=O)Nc3nnc(CSC)o3)cc2)CC1 | 1 | 1 | 109 | 114 | 118 | 119 | 109 | 4
O=C(CN(Cc1ccccc1Cl)C(=O)c1ccc(CN2CCOCC2)o1)NCC1CCCO1 (configuration not stated) | 7 | 4 | 96 | 101 | 97 | 102 | 96 | -3
Cc1cc(=O)[nH]c(SCC(=O)N2c3ccccc3CC2C)n1 (configuration not stated) | 2 | 2 | 114 | 113 | 111 | 112 | 111 | 1
Cn1ncc(N=Cc2c(O)ccc3ccccc23)c1C(=O)N1CCOCC1 | -21 | -14 | 94 | 87 | 105 | 91 | 102 | 16
Cc1c(C(=O)N2CCOCC2)[nH]c2c1C(=O)CC(c1ccc(Cl)cc1)C2 (configuration not stated) | 4 | 11 | 87 | 93 | 92 | 93 | 97 | 14
COC(=O)CSc1nnc(CNC(=O)c2cc(OC)c(OC)c(OC)c2)n1C | 3 | 4 | 90 | 97 | 92 | 91 | 94 | -1
Cc1ccc(-c2nnc(Oc3ccc(NC(=O)c4ccccc4)cc3)c3ccccc23)cc1 | 4 | 1 | 100 | 99 | 98 | 95 | 101 | 0
COc1cc(Br)cc2cc(C(=O)NCC3CCCO3)c(=O)oc12 (configuration not stated) | -5 | 6 | 81 | 99 | 102 | 119 | 100 | 0
C#CCOc1ccc2c(C)cc(=O)oc2c1 | 11 | 10 | 96 | 87 | 94 | 82 | 94 | -6
